All columns: NCI-60 one-dose screen, growth in % after 48 h at 10 µM unless noted; 100 = growth as untreated, 0 = no growth, -100 = all killed.
HOP-92 = HOP-92 NSCLC cells. hit rate 6.3% among 71,000. AID 1794738
M14 = M14 melanoma; hit rate 6.2% among 80,000; AID 1794745
SK-MEL-5 = SK-MEL-5 melanoma. hit rate 6.4% among 80,000. AID 1794755
SK-MEL-28 = SK-MEL-28 melanoma; hit rate 4.1% among 81,000
HOP-62 = HOP-62 NSCLC. hit rate 3.9% among 80,000
A549/ATCC = A549/ATCC NSCLC; hit rate 3.7% among 81,000; AID 1794740
CCRF-CEM = CCRF-CEM leukemia | hit rate 7% among 77,000 | AID 1794778
EKVX = EKVX NSCLC; AID 1794765; hit rate 3% among 71,000
* = called active by the depositor; · = not tested or not shown; & = joins results of further samples. How the source made its calls: active means growth percent below 10; inactive means the rest.

A first look, 7 compounds:
entry | Compound | HOP-92 | M14 | SK-MEL-5 | SK-MEL-28 | HOP-62 | A549/ATCC | CCRF-CEM | EKVX
1 | Nc1ccc(CC(=O)O)cc1S(=O)(=O)O | 123 | 113 | 109 | 121 | 108 | 107 | 99 | 109
2 | CCCCCCCCCCCCc1ccc(C[N+](C)(C)CC[N+](C)(C)Cc2ccc(CCCCCCCCCCCC)cc2)cc1 | 97 | 100 | 99 | 101 | 94 | 102 | 93 | ·
3 | CC[C@H](Nc1ncnc2nc[nH]c12)c1nc2cccc(C(=O)Nc3ncc(C(=O)NO)cn3)c2c(=O)n1-c1ccccc1 | 98 | 99 | 101 | 108 | · | 92 | 93 | 98
4 | COc1cc(NCCN(CC(C)C)CC(C)C)c2ncc(C)cc2c1 | 132 | 61 | 24 | 80 | 51 | 32 | 86 | 75
5 | Cc1cc(Nc2nc(N3CCNCC3)nc3ccccc23)n[nH]1 | 80 | 92 | 96 | 86 | 109 | 81 | 108 | ·
6 | COc1ccc2[nH]c(O)c(N=Nc3nnc4n3N=C(c3ccccc3)CS4)c2c1 | 79 | 72 | 80 | 85 | 35 | 55 | 49 | 98
7 | O=[N+]([O-])c1ccc(OCCCOc2ccc(S(=O)(=O)Cl)cc2)c(Cl)c1 | · | 106 | 102 | 102 | 89 | 127 | 91 | ·

Results, from the start:
entry | Compound | HOP-92 | M14 | SK-MEL-5 | SK-MEL-28 | HOP-62 | A549/ATCC | CCRF-CEM | EKVX
1 | Nc1ccc(CC(=O)O)cc1S(=O)(=O)O | 123 | 113 | 109 | 121 | 108 | 107 | 99 | 109
2 | CCCCCCCCCCCCc1ccc(C[N+](C)(C)CC[N+](C)(C)Cc2ccc(CCCCCCCCCCCC)cc2)cc1 | 97 | 100 | 99 | 101 | 94 | 102 | 93 | ·
3 | CC[C@H](Nc1ncnc2nc[nH]c12)c1nc2cccc(C(=O)Nc3ncc(C(=O)NO)cn3)c2c(=O)n1-c1ccccc1 | 98 | 99 | 101 | 108 | · | 92 | 93 | 98
4 | COc1cc(NCCN(CC(C)C)CC(C)C)c2ncc(C)cc2c1 | 132 | 61 | 24 | 80 | 51 | 32 | 86 | 75
5 | Cc1cc(Nc2nc(N3CCNCC3)nc3ccccc23)n[nH]1 | 80 | 92 | 96 | 86 | 109 | 81 | 108 | ·
6 | COc1ccc2[nH]c(O)c(N=Nc3nnc4n3N=C(c3ccccc3)CS4)c2c1 | 79 | 72 | 80 | 85 | 35 | 55 | 49 | 98
7 | O=[N+]([O-])c1ccc(OCCCOc2ccc(S(=O)(=O)Cl)cc2)c(Cl)c1 | · | 106 | 102 | 102 | 89 | 127 | 91 | ·
8 | COc1ccc(/C=C(\C#N)C(=O)Nc2cc(-c3ccccc3)nn2-c2ccccc2)cc1 | 86 | 97 | 98 | 107 | 93 | 99 | 96 | 98
9 | O=c1[nH]c(=S)n2c(c1-c1ccccc1)OC(CBr)C2 (stereo unspecified) | 93 | 98 | 101 | 113 | 108 | 99 | 97 | ·
10 | CN1C(=O)N(C)C2C1NN=c1s/c(=C\C=C\c3ccccc3)c(=O)n12 (stereo unspecified) | 64 | 42 | · | 68 | 67 | 53 | 54 | 70
11 | COC1=C(OC)C(=O)C(OC)=C(OC)C1=O | 103 | 105 | 105 | 105 | 112 | 90 | · | 102
12 | COc1cc(C(=O)/C=C/c2ccc(N3CCN(C)CC3)cc2)cc(OC)c1OC | 98 | 95 | 103 | 103 | 91 | 101 | 105 | 89
13 | O=C(/C=C/c1ccccc1)Nc1ccc(-c2nc3ccccc3c(=O)[nH]2)cc1 | 77 | 97 | 95 | 110 | 92 | 91 | 97 | 94
14 | CCNc1ccc2ccccc2c1N=Nc1ccc(N=Nc2ccccc2)cc1 | 98 | 104 | 87 | 120 | 102 | 102 | 96 | 99
15 | O=C(N=Nc1c(O)[nH]c2ccc(Br)cc12)c1ccc2nc(-c3ccc(Cl)cc3)[nH]c2c1 | -9.5* | -3.9* | 37 | -96* | -56* | 15 | 7.7* | -14*
16 | CC(C)OCCCNCC(=O)Nc1ccc(S(=O)(=O)c2ccc(NC(=O)CNCCCOC(C)C)cc2)cc1 | 50 | 100 | 82 | 100 | 86 | 106 | 85 | 101
17 | Cn1cc(C(=O)Nc2cc(C(=O)NCCC(=N)N)cn2C)cc1NC(=O)CN=C(N)N | 84 | 102 | 105 | 111 | 98 | 95 | 110 | 96
18 | C#CCN=C[C@]12CCC(C)(C)C[C@H]1C1=CC[C@@H]3[C@@]4(C)CCC(=O)C(C)(C)[C@@H]4CC[C@@]3(C)[C@]1(C)CC2 | 96 | 99 | 100 | 106 | 101 | 85 | 90 | 85
19 | CNc1nc2c(s1)C(c1ccc(F)cc1)CC(=O)N2 (stereo unspecified) | 91 | 104 | 103 | 111 | 92 | 101 | 108 | 96
20 | COc1ccc(C(=O)c2cc(OC)c(OC)c(OC)c2)cc1O | 52 | -3.9* | -60* | 58 | 23 | 18 | 5.9* | 44
21 | CCN1C(=S)N(CC)C2Nn3c(s/c(=C4\C(=O)Nc5ccccc54)c3=O)=NC21 (stereo unspecified) | 124 | 109 | 101 | 115 | 107 | 106 | 103 | 100
22 | Cc1ccc(S(=O)(=O)N(C)c2cc(Cl)c(C(=O)O)c(Cl)c2)cc1 | 96 | 100 | 103 | 109 | 103 | 100 | 110 | 103
23 | CC[C@]12C=CCN3CC[C@@]4(c5ccc(OC)cc5N(C)[C@H]4[C@@](O)(C(=O)OC)[C@@H]1OC(=O)CCCN1CCN(C)CC1)[C@@H]32 | 81 | 103 | 74 | 85 | 80 | 98 | 108 | 97
24 | CC(C(=O)O)n1c(O)c(C=Nc2cccnc2)sc1=S (stereo unspecified) | 86 | 95 | 95 | 113 | 90 | 92 | 93 | 96
25 | Cc1ccc2c(c1)C(C)(C)C(C)(C)C2(C)C | 108 | 102 | 97 | 104 | 91 | 98 | 110 | 105

The list goes on.
entry | Compound | HOP-92 | M14 | SK-MEL-5 | SK-MEL-28 | HOP-62 | A549/ATCC | CCRF-CEM | EKVX
26 | COc1ccc(/C=C2\C=C(c3ccccc3)N(CCc3ccccc3)C2=O)cc1OC | -4.0* | 52 | 38 | 77 | -30* | 33 | 58 | 56
27 | S=C1SCCN1Cc1ccccc1 | 87&98 | 105&133 | 100&99 | 109&99 | 104&98 | 98&96 | 100&92 | 102
28 | O=C(c1ccc([N+](=O)[O-])cc1)N1CCN(c2ccnc3cc(Cl)ccc23)CC1 | 99 | 94 | 107 | 104 | 97 | 92 | 104 | 103
29 | CCOC(=O)/C(C#N)=C(O)\C(=C\c1ccc(Cl)cc1)NC(=O)c1ccc(NC(C)=O)cc1 | 99 | 96 | 104 | 101 | 102 | 99 | 99 | 90
30 | Nc1cc(F)ccc1NC(=O)c1ccc(NC(=O)C/C=C/c2cccnc2)cn1 | 5.7* | · | -58* | -9.7* | 30 | 31 | 15 | 50
31 | CCC1(CC)C(=O)NC(=O)NC1(OC)OC | 101 | 108 | 99 | 109 | 99 | 97 | 100 | 105
32 | N#C/C(=C\c1cc(O)c(O)c(O)c1)C(N)=O | · | 92 | 101 | · | 97 | 105 | 74 | 97
33 | O=C(O)C1CC(Br)C(Br)CC1C(=O)O (stereo unspecified) | 84&106 | 101&109 | 103&105 | 108&102 | 109&95 | 96&105 | 93&104 | ·
34 | CCC(C)C(O)CC (stereo unspecified) | 79 | 93 | 101 | 99 | 120 | 101 | 95 | ·
35 | CC(C)Cn1cnc2c(SCc3ccc(Cl)cc3)nc(N)nc21 | · | 101 | 67 | 114 | 78 | 77 | 69 | 72
36 | Cc1cc(C)c(C#N)c(OCc2cc(C(C)(C)C)cc(C(C)(C)C)c2)n1 | · | 96 | 101 | 111 | 99 | 102 | 95 | 96
37 | CCNc1nc2ccccc2c2c(=O)c3cc(F)cc(F)c3sc12 | 93 | 99 | 99 | 102 | 101 | 91 | 89 | 92
38 | Cc1cccc2c1N[C@@H]1N(C)c3ccccc3[C@]1(C)C2 | · | 102 | 110 | 104 | 94 | 99 | 85 | 102
39 | COc1cccc(/C=C2\Oc3cc(C)c(Cl)c(C)c3C2=O)c1 | 107 | 98 | 91 | 103 | 96 | 90 | 94 | 82
40 | CCCCCC(=O)N1c2ccccc2NC2=C(C(=O)CC(c3ccc(OC)c(OC)c3)C2)C1c1ccc(C(F)(F)F)cc1 (stereo unspecified) | 66 | 58 | 19 | 87 | 55 | 58 | 43 | ·
41 | NC(N)=Nc1ccc(Oc2ccnc(Nc3ccc(Cl)c(C(F)(F)F)c3)n2)cc1 | 53 | · | 70 | 88 | 101 | 90 | · | 92
42 | Cc1ccn2c(C(=O)NCc3ccc(OCc4cn(Cc5ccc([N+](=O)[O-])cc5)nn4)cc3)c(C)nc2c1 | 79 | 86 | 52 | 94 | 80 | 79 | 78 | 69
43 | COc1cc(/C=C\c2ccc(-c3ccc(-c4cc(OC)c(OC)c(OC)c4)cc3)cc2)cc(OC)c1OC | 107 | 114 | 101 | 104 | 107 | 93 | 97 | 102
44 | COc1cc(/C=N/NC(=O)c2ccc(NS(C)(=O)=O)cc2)ccc1O | 100 | 103 | 100 | 106 | 100 | 97 | 103 | 98
45 | O=c1c2ccccc2cc2n1CCN=C2c1ccccc1 | 81 | 103 | 99 | 112 | 116 | 102 | 100 | 101
46 | CCc1ccc2[nH]c(=O)c(C(c3nnnn3Cc3ccc(F)cc3)N3CCN(C4CCCCC4)CC3)cc2c1 (stereo unspecified) | 73 | 98 | 89 | 95 | 90 | 82 | 111 | 76
47 | CCCCCCCCCCCCNC(=O)COCc1ccccc1 | · | 107 | · | 100 | 98 | 96 | 103 | 109
48 | CN1CCc2c(sc3ncnc(N/N=C/c4cc(Br)c(O)c(Br)c4)c23)C1 | 140 | 98 | 98 | 106 | 113 | 113 | 99 | 108
49 | Clc1ccc(-c2cnc3nonc3n2)s1 | · | 87 | 24 | 94 | 85 | 85 | 11 | 107
50 | O=C(NCc1cccnc1)c1cc(-c2csc3c(=O)cc(N4CCNCC4)oc23)cc2c1OCCO2 | 41 | 89 | 88 | 97 | 85 | 97 | 88 | 96

Next section:
entry | Compound | HOP-92 | M14 | SK-MEL-5 | SK-MEL-28 | HOP-62 | A549/ATCC | CCRF-CEM | EKVX
51 | N=c1sc(Cc2cc(Cl)ccc2Cl)cn1CC(=O)c1ccccc1 | 51 | 21 | 37 | 58 | 75 | 30 | 60 | 54
52 | COc1ccc(C(=O)CSc2nccc(Nc3ccc(S(=O)(=O)Nc4cc(C)on4)cc3)n2)cc1 | 119 | 103 | 99 | 114 | 107 | 110 | 112 | 106
53 | Cc1nn(-c2ccccc2)c(N2CCCC2)c1-c1nc2ccc(C(=O)O)cc2[nH]1 | 97 | 105 | 98 | 115 | 98 | 98 | 100 | 101
54 | CCC(CCCCc1ccccc1)(C(=O)O)C(=O)O | 107 | 108 | 104 | 101 | 103 | 98 | 104 | 102
55 | CC1=CC(C)(C)Nc2ccccc2N1 | 94 | 103 | 96 | 102 | 100 | 99 | 100 | 94
56 | CN(C)c1ncc(/C=C2\SC(=S)N(Cc3ccccc3Cl)C2=O)s1 | 95 | 94 | 101 | 104 | 88 | 64 | 77 | 82
57 | Cc1ccc(-c2cc(-c3ccncc3)[nH]c(=O)c2C#N)cc1 | 95 | 111 | 103 | 113 | 92 | 106 | 107 | 103
58 | CCOC(=O)CC[C@H](NC(=O)c1ccc(NC(=O)Cn2cnc3c(c(C)nn3-c3ccc(F)cc3)c2=O)cc1)C(=O)OCC | 89 | 96 | 99 | 100 | 95 | 98 | 92 | 93
59 | O=S(=O)(O)c1ccc2c(c1)C(C(Cl)(Cl)Cl)OC(C(Cl)(Cl)Cl)O2 (stereo unspecified) | 99 | 110 | · | 113 | 106 | 93 | 102 | 110
60 | COc1ccc2cc(C(C)C(=O)Nc3ccc(S(=O)(=O)Nc4cc(C)on4)cc3)ccc2c1 (stereo unspecified) | 102 | 103 | 110 | 111 | 88 | 86 | · | 97

Some of these compounds in order of length of the SMILES, high to low:
entry | Compound | HOP-92 | M14 | SK-MEL-5 | SK-MEL-28 | HOP-62 | A549/ATCC | CCRF-CEM | EKVX
18 | C#CCN=C[C@]12CCC(C)(C)C[C@H]1C1=CC[C@@H]3[C@@]4(C)CCC(=O)C(C)(C)[C@@H]4CC[C@@]3(C)[C@]1(C)CC2 | 96 | 99 | 100 | 106 | 101 | 85 | 90 | 85
46 | CCc1ccc2[nH]c(=O)c(C(c3nnnn3Cc3ccc(F)cc3)N3CCN(C4CCCCC4)CC3)cc2c1 (stereo unspecified) | 73 | 98 | 89 | 95 | 90 | 82 | 111 | 76
28 | O=C(c1ccc([N+](=O)[O-])cc1)N1CCN(c2ccnc3cc(Cl)ccc23)CC1 | 99 | 94 | 107 | 104 | 97 | 92 | 104 | 103
48 | CN1CCc2c(sc3ncnc(N/N=C/c4cc(Br)c(O)c(Br)c4)c23)C1 | 140 | 98 | 98 | 106 | 113 | 113 | 99 | 108
35 | CC(C)Cn1cnc2c(SCc3ccc(Cl)cc3)nc(N)nc21 | · | 101 | 67 | 114 | 78 | 77 | 69 | 72
45 | O=c1c2ccccc2cc2n1CCN=C2c1ccccc1 | 81 | 103 | 99 | 112 | 116 | 102 | 100 | 101

High-throughput results (PubChem BioAssay)
